# Growth percent in the NCI-60 one-dose screen (48 h, 10 µM unless noted): 100 = growth as untreated, 0 = no growth, -100 = all killed.
# MCF7 = MCF7 breast cancer | 6.3% of 82,000 active | AID 1794796
# K-562 = K-562 leukemia | 7.4% of 78,000 active | AID 1794777
# BT-549 = BT-549 breast cancer | 4.4% of 78,000 active
# MDA-MB-231 = MDA-MB-231 breast cancer; 5% of 81,000 active; AID 1794789
# MOLT-4 = MOLT-4 leukemia cells; 6.9% of 80,000 active
# SR = SR leukemia cells; 8.7% of 73,000 active; AID 1794780
# T-47D = T-47D breast cancer; 5% of 79,000 active; AID 1794792
# MDA-MB-468 = MDA-MB-468 breast cancer; 8.5% of 78,000 active
# * marks the source's active call; other numbers are inactive results; / = not tested or not shown; & = joins results of further samples. The calls were made as follows: active = growth percent below 10; inactive = the rest.
SMILES,MCF7,K-562,BT-549,MDA-MB-231,MOLT-4,SR,T-47D,MDA-MB-468
O=C(Nc1cccc(C2=NCCN2)c1)Nc1cccc(C2=NCCN2)c1,84&82,84,132&104,109&117,105&101,92,97&97,107&98
COC(=O)c1ccc2nc(C)c(C(=O)Nc3ccccc3)nc2c1,84,98,97,84,88,94,93,122
CSc1ccc(Cl)nn1,106,105,104,101,87,/,106,106
O=[N+]([O-])c1ccc(Sc2cccc[n+]2[O-])c2nonc12,25,-22*,109,90,/,1.3*,55,49
CC1(C)CC[C@]2(CO)CC[C@]3(C)C(=CC[C@@H]4[C@@]5(C)C/C(=C/c6cccnc6)[C@H](O)C(C)(C)[C@@H]5CC[C@]43C)[C@@H]2C1,68,63,103,98,70,78,72,49
COc1ccc(/C=N\NC(=O)c2cnn(CC(O)c3ccccc3)c2N)cc1OC (stereo not drawn),85,101,130,92,97,77,96,101
Cc1nn(-c2ccccc2)c2c1C1C(=C(c3ccc(Cl)cc3)N2)C(=O)Nc2ccccc21 (stereo not drawn),34,31,88,64,10,38,63,58
O=[N+]([O-])c1ccc(NCC(Br)CBr)c([N+](=O)[O-])c1 (stereo not drawn),97,96,90,87,81,83,82,77
COc1ccc(-c2nc3sc(C4CC4)nn3c2/C=C2/C(=O)Nc3cc(Cl)ccc32)cc1,74,78,73,74,/,36,64,87
CCCCC[n+]1ccc(SCC(=O)N(C)c2cccc(Br)c2)c2ccccc21,96,104,116,113,114,115,83,100
Cc1cccc(Cl)c1NC(=O)Nc1nnc2c3c4c(sc3ncn12)CCCC4,92,90,97,89,85,86,91,111
Cc1nccnc1Sc1ccccc1,97,111,104,101,103,100,94,93
Cc1cc2nc(CS)[nH]c2cc1C,83,77,/,99,-40*,46,74,85
COc1ccc(-c2nnc(SCC(=O)Nc3ccc(/C(C)=N\O)cc3)n2-c2ccccc2)cc1OC,69,105,65,48,92,95,68,79
Cc1nn(-c2ccc(S(N)(=O)=O)cc2)c(C)c1N=Nc1ccc2oc(=O)ccc2c1,74,77,71,83,79,83,76,72
O=C1N=c2cc3c(cc2=C/C1=C/c1sc(=S)n(CCc2ccc(O)cc2)c1O)OCCO3,29,6.1*,78,25,21,/,81,43
C#CCNC(C)=O,96,104,110,108,101,109,72,108
CN(C)C(=O)c1cccc([N+](=O)[O-])c1,85,94,106,109,97,96,101,95
COc1cc(/C=C/c2c(C(C)=O)c(C)nc3ccccc23)cc(OC)c1OC,19,14,48,43,34,/,40,-4.9*
COCCCn1cnn2c(=O)c3ccccc3nc2c1=O,99&100,107&112,123&104,109&120,113&105,101&96,107&120,102&98
Cc1ccc(C(=O)Nc2ccc(-n3ccnc3)c(C(F)(F)F)c2)cc1C#Cc1cnc2cccnn12,25,4.8*,-68*,-15*,-33*,14,-13*,-1.5*
CONC1=Nc2cc(NC(N)=NCc3ccccc3)c(N(C)C3CCCCC3)cc2OC1,36,24,92,26,54,-12*,64,-23*
Cn1c(=O)c2c(nc3n2CCCN3c2ccc(F)cc2)n(C)c1=O,99,92,100,116,88,91,96,111
COC(OC)c1ccccc1,99,108,92,97,108,94,99,107

# Gathered by group, the entries above with a nitro group on carbon.
SMILES,MCF7,K-562,BT-549,MDA-MB-231,MOLT-4,SR,T-47D,MDA-MB-468
O=[N+]([O-])c1ccc(Sc2cccc[n+]2[O-])c2nonc12,25,-22*,109,90,/,1.3*,55,49
O=[N+]([O-])c1ccc(NCC(Br)CBr)c([N+](=O)[O-])c1 (stereo not drawn),97,96,90,87,81,83,82,77
CN(C)C(=O)c1cccc([N+](=O)[O-])c1,85,94,106,109,97,96,101,95

# Next part.
SMILES,MCF7,K-562,BT-549,MDA-MB-231,MOLT-4,SR,T-47D,MDA-MB-468
O=C1/C(=C/c2ccc(Cl)cc2)N=C2Sc3cc(Cl)ccc3C(=O)N12,102,95,99,114,89,76,111,104
CCN(CC)CCCC(Nc1c2ccc(Cl)cc2nc2ccc(OC)cc12)c1ccncc1 (stereo not drawn),61,33,95,59,18,-6.5*,113,88
Fc1cnccc1C1CC(c2ccc(N3CCNCC3)cc2)=NN1 (stereo not drawn),73,78,85,85,74,90,82,114
CC1=CC(=O)CC(C)(C)[C@@]1(O)/C=C/[C@@H](C)O,85,115,105,93,108,111,92,73
Clc1ccc(-c2nn(-c3ccccc3)c3nccc(-c4ccccc4)c23)cc1,91,107,106,118,102,115,97,100
CC(C)(C)c1cc(C=Nc2cccc(C(F)(F)F)c2)c(O)c(C(C)(C)C)c1,98,70,106,98,85,78,88,96
CC(C)(O)C(O)c1ccccc1 (stereo not drawn),101,102,/,94,107,113,/,102
COc1ccc(Nc2nc3ccc(NC(=O)NC4CCCCC4)cc3[nH]c2=O)cc1,83,77,88,71,/,103,93,96
Cc1nccc2c3ccc(OCc4cn(-c5ccc(Cl)cc5)nn4)cc3n(CC(C)C)c12,13,8.2*,28,28,-11*,-15*,14,-1.7*
COc1ccc(NS(=O)c2ccc(-c3ccccc3)cc2)cc1 (stereo not drawn),98,90,75,80,88,90,98,89
Cc1ccc(C)c(COc2cc(NC(=O)c3ccc4c(c3)OCO4)ccc2N(C)S(C)(=O)=O)c1,11,13,27,-11*,7.8*,13,8.8*,-30*
C=CCn1c(SCC(=O)Nc2ccc(C(=O)/C=C/c3cc4cc(OC)ccc4nc3Cl)cc2)nnc1-c1ccc(Br)cc1,30,46,79,81,69,58,78,86

# Fetched by compound from above:
SMILES,MCF7,K-562,BT-549,MDA-MB-231,MOLT-4,SR,T-47D,MDA-MB-468
O=C1/C(=C/c2ccc(Cl)cc2)N=C2Sc3cc(Cl)ccc3C(=O)N12,102,95,99,114,89,76,111,104
CC(C)(C)c1cc(C=Nc2cccc(C(F)(F)F)c2)c(O)c(C(C)(C)C)c1,98,70,106,98,85,78,88,96

# Other records.
SMILES,MCF7,K-562,BT-549,MDA-MB-231,MOLT-4,SR,T-47D,MDA-MB-468
COC(=O)/C=C/c1cc(O)c2oc(-c3ccc(O)c(O)c3)c(C(=O)OC)c2c1,9.4*,/,47,31,19,22,/,27
COc1ccc(-c2nn(-c3ccccc3)cc2/C=C2\SC(=S)N(CCc3ccccc3)C2=O)cc1,85,88,107,97,96,87,89,/
CCCc1cc(=O)n2c(C(=O)Nc3c(F)cccc3F)c(C(=O)Nc3ccc(C(=O)OC)cc3)sc2n1,117,57,124,95,86,87,120,/
CC(=O)O[C@H]1C[C@@]2(C)[C@@H]3CCC(C(C)C)=CC3=CC[C@@H]2C(C)(C)C1=O,106,91,123,97,91,89,99,107
Cc1ccc(C2=NNC(c3cn(-c4ccccc4)nc3-c3cccc(Nc4ccnc5cc(Cl)ccc45)c3)C2)cc1 (stereo not drawn),77,37,75,67,66,33,65,74
O=C1C=CC(=Nc2ccccc2)O1,103,121,106,109,132,137,95,106
O=C(CCCCCCN1CC(=O)N2[C@@H](c3ccoc3)c3[nH]c4ccccc4c3C[C@H]2C1=O)NO,43,19,98,82,17,34,53,54
CCOC(=O)C(/C=N\C(=S)Nc1ccc(OCC)cc1)=C(/O)c1ccccc1,103,105,124,99,93,88,109,107
C=CCn1c(O)c(N=Nc2nc(-c3cc4ccccc4oc3=O)cs2)c2cc(Br)ccc21,102,109,88,75,106,95,90,105
Cc1ccc(C2=Nn3c(NN)nnc3SC2)cc1,86,89,103,103,84,82,96,109
O=S(=O)(NCCCNc1nccc(-c2c(-c3cccc(F)c3)nc3sccn23)n1)c1ccc(O)cc1,32,55,82,84,56,53,49,60
OCCN(CCO)Cc1cc(Br)ccc1O,95,96,101,121,94,91,/,112
Oc1cccc2cnccc12,97,108,83,95,77,84,100,101
COc1ccc(-c2cc(-c3nnc(SC/C(=N\O)c4ccccc4)n3-c3ccccc3)c3cc(OC)ccc3n2)cc1,/,94,119,78,65,71,81,95
NCCC(=O)NO,98,128,93,108,86,102,102,100
N#Cc1c(N)nnn1Cc1cc(=O)oc2c1ccc1ccccc12,93,94,100,87,89,105,92,106
Cc1cc(Br)c(C)cc1Br,98,90,100,111,87,84,93,92
Nc1cccc2cc(O)ccc12,83,118,81,82,134,98,97,/
C=C(C)CCCC(C)CC#N (stereo not drawn),99,105,96,115,101,91,93,93
CNC(=O)C(C)C1C(=O)/C(=C(O)/C=C\C(C)=C\C(C)C2OC3(C)OC(C=CC34CO4)C2C)C(=O)N1C1CCC(O)C(C)O1 (stereo not drawn),98&100,114&100,94&107,107&102,102&86,100&93,110&112,81
CCN1C(=O)N(CC)C2SC(N/N=C/c3ccccc3F)=NC21 (stereo not drawn),16,9.8*,-20*,24,16,19,62,40
CCOC(=O)C(=Cc1ccco1)C(=O)OCC,100,108,101,104,106,112,104,93
CC1=NN(c2nc(-c3ccco3)c(C#N)c(=O)n2C)C(=O)C1N=Nc1c(C)n(C)n(-c2ccccc2)c1=O (stereo not drawn),94,/,114,112,101,106,102,111
O=C1c2ccccc2C(=O)N1c1nc(-c2ccccc2)cs1,100,96,85,87,97,82,92,101
Cc1ccc(Cl)cc1NC(=O)c1cc2ccccc2cc1O,-22*,-34*,-16*,-57*,-37*,/,-12*,-59*
O=[N+]([O-])c1ccc(-c2nnc(Cn3c(COc4cccc5ccccc45)nc4ccccc43)o2)cc1,95,95,94,96,93,/,100,103
Cc1ccc(-c2cnc3sc(C)cn23)cc1,70,93,96,91,85,103,72,84
Cc1ccc(-c2nn(CC(=O)N3CCOCC3)c(N)c2C#N)cc1,93,100,99,108,103,99,105,104
CCC1(C(OC)OC)NC(=O)NC1=O (stereo not drawn),97,97,107,104,90,111,95,93
COc1ccc2oc(=O)cc(C3c4[nH]c5ccccc5c4CCN3S(=O)(=O)c3ccc(C)cc3)c2c1 (stereo not drawn),94,/,96,83,83,85,74,102
O=C1[C@@H]2Cc3c([nH]c4ccccc34)[C@H](c3ccc(Cl)cc3)N2C(=O)CN1C1CCN(Cc2ccccc2)CC1,16,9.6*,72,69,27,4.8*,75,23
COc1cc(-c2cc(-c3c[nH]c4ccccc34)nc(-c3c[nH]c4ccccc34)c2C#N)cc(OC)c1OC,88,90,102,83,101,95,96,94
Cn1c(=O)[nH]c2nc(SCC(=O)c3ccccc3)[nH]c2c1=O,96,/,94,102,106,112,89,97
ClC(Cl)(Cl)C(=NNc1ccccc1)C(Cl)(Cl)Cl,89,107,113,78,112,116,90,96
CCOC(=O)[C@@H]1[C@H](c2ccccc2)[C@H]([N+](=O)[O-])[C@H](c2cn(-c3ccccc3)nc2C)N1Cc1ccccc1,68,61,/,68,52,47,44,83
Clc1ccc(OCc2nnc(-c3ccc(Oc4ccccc4)cc3)o2)c(Cl)c1,96,98,106,/,92,88,88,110

# In another format: results already given.
Structure | MCF7 | K-562 | BT-549 | MDA-MB-231 | MOLT-4 | SR | T-47D | MDA-MB-468
O=[N+]([O-])c1ccc(-c2nnc(Cn3c(COc4cccc5ccccc45)nc4ccccc43)o2)cc1 | 95 | 95 | 94 | 96 | 93 | / | 100 | 103
Cc1ccc(-c2cnc3sc(C)cn23)cc1 | 70 | 93 | 96 | 91 | 85 | 103 | 72 | 84
Cc1ccc(-c2nn(CC(=O)N3CCOCC3)c(N)c2C#N)cc1 | 93 | 100 | 99 | 108 | 103 | 99 | 105 | 104
CCC1(C(OC)OC)NC(=O)NC1=O (stereo not drawn) | 97 | 97 | 107 | 104 | 90 | 111 | 95 | 93
COc1ccc2oc(=O)cc(C3c4[nH]c5ccccc5c4CCN3S(=O)(=O)c3ccc(C)cc3)c2c1 (stereo not drawn) | 94 | / | 96 | 83 | 83 | 85 | 74 | 102

# Further compounds:
SMILES,MCF7,K-562,BT-549,MDA-MB-231,MOLT-4,SR,T-47D,MDA-MB-468
O=C(Cl)c1ccccc1C(=O)Cl,93,107,102,98,113,94,106,114
O=C(CSc1nnc(-c2cccnc2SCc2ccccc2)o1)Nc1nc(Cl)cc(Cl)n1,92,93,102,92,96,101,98,99
CS(=O)(=O)c1nccc(-c2c(-c3cccc(OCCN4CCOCC4)c3)nc3sccn23)n1,69,92,108,68,94,78,81,38
O=C(COc1ccc(-c2cc3ccccc3[nH]2)cc1)N1CCCC1,103,95,94,104,99,95,102,109
CC(C)=C[C@@H]1C[C@H](O)Cc2c(C)cc(C)cc2N1,97,94,106,95,98,97,98,105
COc1ccc(-c2csc(NC(=O)COCc3c(-c4ccccc4)no[n+]3[O-])n2)cc1,103,97,92,100,88,89,110,101
COc1ccc(C2=NOC3C4COC(O4)C(=O)C23)cc1 (stereo not drawn),90,109,100,95,104,104,103,96
N#Cc1c(Oc2ccc(Cl)cc2)nc2sc3cc(Cl)ccc3n2c1=N,67,97,/,70,95,76,68,56
CC(=O)OC1CC2CCC1(C)C2(C)C (stereo not drawn),103,/,112,101,112,98,99,103
O=C(CCN1C(=O)NC2NC(=O)NC21)NCCc1ccccc1 (stereo not drawn),97,106,121,108,105,101,93,95
O=C(Nc1ccc(NS(=O)(=O)c2ccccc2)c(Cl)c1)c1ccccc1,95,94,101,98,87,78,91,108
CC(=O)c1ccccc1[N+](=O)[O-],93,109,101,100,97,109,108,108
Clc1nn2c(Cn3cnc4c(N5CCOCC5)ncnc43)nnc2c2ccccc12,80,102,88,83,91,87,105,79
NC(=O)c1cc2ccccc2cc1O,92,104,/,109,87,102,90,110
Oc1ccc(Nc2ncnc3c2cnn3-c2cccc(Br)c2)cc1,84,90,94,98,88,83,79,100
CC(C)(C)c1ccc(OS(=O)(=O)c2ccccc2)cc1,99,104,101,113,96,97,88,101
CC(C)CCCC(C)C1CCC2C3CC=C4CC(=O)CCC4(C)C3CCC12C (stereo not drawn),100,98,123,112,100,91,129,109

# High-throughput results from PubChem.
